# Compound activity from PubChem.
# NALP1 inh = NALP1 inhibition; S. cerevisiae NALP1/ASC/caspase-1 growth, X-gal OD620, 72 h; inhibition, % at 10 µM; 280,000 tested, 0.61% active; AID 2071; in the data active = inhibition mostly above about 24%, no sharp cut-off; inactive = mostly below about 32%; also: some compounds called inactive have numbers as strong as hits
# FID counter = displaces DNA intercalator in HCV helicase counter-screen | DNA fluorescent intercalator displacement, fluorescence | 290,000 tested, 0.17% active | inhibition, % at 7.9 µM | AID 1845; in the data active = inhibition above about 37%;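 also: 0% = vehicle and 100% = reference compound; higher means more ethidium bromide displaced from hairpin DNA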
# MEKK2 mut-MEK5 = signal of MEK5 binding to mutant human MEKK2 PB1 domain; percent response, % at 10 µM; bead flow cytometry, Alexa488-MEK5 binding to MEKK2 mutant; 290,000 tested, 0.35% active; in the data active = percent response above about 24%, passing the limit was not always enough; also: inactives centre near 1; some results filed as inactive read as strong as hits
# IMP-1 inhibitor = inhibitors of Pseudomonas aeruginosa IMP-1 metallo-beta-lactamase | purified IMP-1, nitrocefin hydrolysis, epi-absorbance fluorescence | inhibition, % at 5.6 µM | 290,000 tested, 0.45% active;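 active = inhibition above the mean plus 3 SD of all compounds in the same screening run, cut at about 4.5% in these data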;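 also: 0% = IMP-1 with DMSO and 100% = DMSO wells lacking enzyme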
#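 System: purified IMP-1; amount: IMP-1 0.2 nM before substrate addition; compound: single dose, 5.6 µM; times: 25 °C, 15 min preincubation, 25 min reaction; signal: Epi-absorbance via hydrolysed-nitrocefin quenching of white-plate fluorescence, 480/530 nm, EDTA stop; benchmarks: DMSO with and without IMP-1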
# MEKK2 WT-MEK5 = raises or lowers MEK5 binding to wildtype human MEKK2 PB1 domain; 290,000 tested, 1.1% active; binding response (% of control), % at 10 µM; AID 1531; bead flow cytometry, Alexa488-MEK5 binding to MEKK2 WT; actives lie on both sides; Q9Y2U5; in the data active = binding response below about 67% or above about 130%
# HCV NS3 hel inh = inhibitors of Hepatitis C virus NS3 helicase; 290,000 tested, 0.56% active; NS3 helicase DNA unwinding, Cy5 molecular beacon fluorescence; inhibition, % at 10.9 µM; AID 1800;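 active = inhibition above the mean of all tested compounds plus 3 SD, set per campaign, cut at about 35% in these data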;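 also: 0% = DMSO wells and 100% = thioflavine S control wells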
#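 assay system = NS3 helicase fragment of HCV | buffer or medium = MOPS pH 6.5, MgCl2, DTT, Tween20, BSA | timing = 60 min unwinding reaction at 25 °C after ATP addition | signal = Cy5 beacon fluorescence read at start and 1 h | read-out basis = % inhibition of unwinding | control set = low DMSO, high thioflavine S at 110 µM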
# UBC9 SUMO inh = inhibitors of human SUMOylation (UBC9); inhibition, % at 35 µM; HTRF SUMOylation assay, SAE1/SAE2 + UBC9, in vitro; 290,000 tested, 0.36% active; P63279; in the data active = inhibition above about 50%, passing the limit was not always enough; also: strong numbers were not always called active
# Target sequence (P63279 whole entry, looked up): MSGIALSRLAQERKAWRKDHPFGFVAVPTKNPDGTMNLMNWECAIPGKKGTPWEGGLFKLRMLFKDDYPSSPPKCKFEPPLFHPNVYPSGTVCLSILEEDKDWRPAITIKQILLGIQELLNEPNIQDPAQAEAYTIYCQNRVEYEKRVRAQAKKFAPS
# VIM-2 inh = blocks Pseudomonas aeruginosa VIM-2 metallo-beta-lactamase. purified VIM-2, nitrocefin hydrolysis, epi-absorbance fluorescence. inhibition, % at 5.6 µM. 290,000 tested, 0.89% active;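 active = inhibition above the mean of all tested compounds plus 3 SD, cutoff set per screening run, cut at about 7.5% in these data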;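 also: red hydrolysis product quenches plate fluorescence so inhibitors raise well fluorescence; 0% = enzyme with DMSO and 100% = DMSO without enzyme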
# PfM18AAP inh = PfM18AAP enzyme inhibition. recombinant PfM18AAP, H-Glu-NHMec fluorogenic cleavage. inhibition, % at 7.35 µM. 290,000 tested, 1.2% active;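 active = inhibition above the campaign mean inhibition over all tested compounds plus 3 SD, cut at about 28% in these data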;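 also: 0% = plate median of test compound wells and 100% = 2 mM ZnCl2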
# * hit, by the source's call; · = not tested or not shown; [ ] = remark or other dose.
SMILES,NALP1 inh,FID counter,MEKK2 mut-MEK5,IMP-1 inhibitor,MEKK2 WT-MEK5,HCV NS3 hel inh,UBC9 SUMO inh,VIM-2 inh,PfM18AAP inh
Cc1ccc(S(=O)(=O)N(CC(=O)NCc2cccnc2)c2ccc(F)cc2)cc1,31,-22,-7,-0.7,91,-12,14,-2.4,-12
COCCNC(=O)c1ccccc1NC(=O)CCSc1ccccc1,-4,-9,-12,0.2,81,1,3,0.1,-5
OCCCc1nc2n(n1)C(c1cccs1)C=C(c1ccccc1)N2 (stereo not drawn),-7,-19,3,-0.5,93,-1,32,8.4*,7
CC(NC(=O)c1ccccc1Cl)NC(=O)c1ccccc1Cl,-8,-3,11,-2.8,111,3,20,0.5,-9
OCCCc1nc2ccccc2n1CCc1ccccc1,-10,-2,3,-1.1,105,-2,-51,-1.8,7
C/C(CC(=O)Nc1cccc(C(F)(F)F)c1)=N\NC(=O)c1ccncc1,1,-9,1,-1.7,101,-8,14,-1.2,-9
COc1cccc(OC)c1OCCN1CCN(C(=O)c2ccco2)CC1,2,-10,0,-4.0,107,3,0,-1.9,4
CCOc1ccc(N=C(/C(C(=O)C(=O)N2CCOCC2)=C(\O)c2ccccc2)c2ccccc2)cc1,25,-4,1,0.3,99,-3,40,-4.9,4
CC1CN(Cc2ccccc2)c2nc3c(c(=O)n(CC(=O)O)c(=O)n3C)n2C1 (stereo not drawn),4,-34,3,-1.5,105,2,-4,-0.6,2
Cc1ccc(N2CC(=O)N(CC(=O)O)C2=O)cc1,4,6,-15,-0.3,61,5,0,0.3,-10
CC(=O)c1cccc(NC(=O)CCc2nnc3ccc(NCc4ccc5c(c4)OCO5)nn23)c1,-4,-7,7,-2.2,100,29,-1,-3.8,9
CCCCOC(=O)C(C)Oc1ccc(=O)n(-c2ccccc2)n1 (stereo not drawn),24,-19,4,-4.8,102,5,5,-2.6,3
CCOC(=O)Cn1c(=N)n(CCOc2ccc(Br)cc2)c2ccccc21,14,28,19,-1.8,130,-50,10,-1.0,-15
CCOC(=O)c1c(C)oc2c1c(C=NCC1CCCO1)c(O)c1ccccc12 (stereo not drawn),6,-9,·,-2.2,·,17,34,2.0,2
CC(Oc1ccccc1F)C(=O)Nc1ccc2ccccc2c1 (stereo not drawn),-1,-12,2,2.9,99,2,-21,-2.8,6
Cc1cc(C(=O)O)cc(S(=O)(=O)Nc2ccccc2C(=O)NC(C)c2ccccc2)c1C (stereo not drawn),5,-22,7,-5.0,105,25,0,-1.8,-5
COc1ccc(CCNCC(=O)N2C(C)CCCC2C)cc1OC (stereo not drawn),1,10,1,-2.8,102,3,15,-2.3,6
CC(=O)Nc1ccc(Nc2cc(C)c3ccccc3n2)cc1,11,-5,8,-2.9,107,-4,6,-1.4,2
COCCn1cnc2c1c(=O)n(CC(=O)NC(=O)NC(C)(C)C)c(=O)n2Cc1ccccc1,6,-39,-3,-0.1,101,1,-2,0.8,-9
CCCC(=O)NCCc1cc2c(C)ccc(C)c2[nH]c1=O,21,-7,11,-3.0,110,-1,-1,-2.6,4
O=C(O)COCC(=O)Nc1ccc2c(c1)oc1ccccc12,14,-10,1,-1.7,106,4,4,-2.3,-1
O=C(CCN1CCN(C/C=C/c2ccccc2)CC1)Nc1ccccc1Cl,8,1,9,-1.4,110,-16,10,-3.3,-14
O=C(Nc1ccc(F)cc1)c1ccc(=O)[nH]n1,12,-4,3,-1.4,100,-9,5,-1.2,-6
c1ccc(-c2cnn3nnnc3n2)cc1,-27,5,1,-3.5,102,16,20,-2.2,-5
COC(=O)C(C)Sc1ccc2nnc(-c3cccc(F)c3)n2n1 (stereo not drawn),-79,-12,9,-2.9,107,-1,19,4.2,1
CC1(c2ccccc2)NC(=O)N(CC(=O)NCCC2=CCCCC2)C1=O (stereo not drawn),10,-16,2,-1.2,101,0,-5,-1.0,3
COC(=O)c1ccc(C(=O)NC(=S)Nc2nc3c(s2)CCCC3)cc1,14,-3,2,-1.9,107,-1,6,-2.9,2
O=[N+]([O-])c1cccnc1Oc1ccc(OCc2ccccc2)cc1,2,-7,13,-3.1,101,1,-15,-3.5,5
C1CC1Cc1noc(CN2CCN(C3C4CC5CC(C4)CC3C5)CC2)n1 (stereo not drawn),3,10,-9,-1.2,91,-3,-1,-0.7,-2
O=C1CSC(c2ccccc2[N+](=O)[O-])N1c1cccc(F)c1 (stereo not drawn),-2,-3,0,-3.8,100,13,11,-3.8,-1
COc1ccccc1C(=O)NNC(=O)CCCN1C(=O)/C(=C/c2cccs2)SC1=S,15,3,-2,-3.8,90,-13,-5,0.0,3
Cc1ccc2cc(NC(=O)Cc3ccccc3)ccc2n1,-12,-2,-5,-2.8,91,3,3,-1.9,1
CCC(=O)c1c[nH]c(C(=O)NCCCN2CCOCC2)c1,22,3,-3,-1.0,99,-1,0,-0.5,0
CCOC(=O)N1CCN(S(=O)(=O)c2ccc(C(=O)N(CCCN(C)C)c3nc4ccc(Cl)cc4s3)cc2)CC1,8,26,30*,-2.3,153*,-40,2,-2.0,0
Cc1cc(C(=O)NC2CCC(C)CC2)c(C)o1 (stereo not drawn),20,-6,4,-0.9,109,4,11,-1.5,-5
Cc1ccc2cc(CN(CCN3CCOCC3)Cc3nnnn3Cc3ccco3)c(=O)[nH]c2c1C,2,-14,-69,-3.5,2.0*[inhibitor],24,-5,0.0,24
Cc1cccn2c(=O)c3cc(C(=O)N4CCCC(C)C4)sc3nc12 (stereo not drawn),10,-33,0,-3.8,95,0,10,15*,4
Cc1ccc(NC(=O)CN2C(=O)N/C(=C/c3ccc(C)s3)C2=O)cc1,33,1,1,-0.8,104,-2,44,-0.5,-9
CCn1cc(CNC(=O)C2C3CCC(C3)C2C(=O)O)cn1 (stereo not drawn),30,1,·,0.7,·,20,13,-0.6,-9
Cc1nc2ccccn2c1C(=O)N/N=C/c1ccccc1,12,-9,2,-2.2,108,5,-3,-2.2,3
O=C(NCCc1ccccc1)c1ccccc1NC(=O)C1CCCCC1C(=O)O (stereo not drawn),4,0,-2,-1.5,100,5,5,-2.7,0
CC(=O)Nc1cccc(C(=O)NC(C)c2ccc(S(N)(=O)=O)cc2)c1 (stereo not drawn),-14,1,6,-3.6,101,0,8,-4.4,-11
CC(C)(C)n1nnnc1C(c1cccs1)N(Cc1cccnc1)Cc1ccccc1Cl (stereo not drawn),27,-16,-1,-3.1,96,-14,-5,-1.9,1
O=C(O)c1cc(N2C(=O)C3C4C=CC(C4)C3C2=O)ccc1N1CCOCC1 (stereo not drawn),14,-7,-6,-0.7,95,19,14,-4.3,5
Cc1ccc(C)c(-n2c(N)c(C(N)=O)sc2=S)c1,·,-5,-3,-1.1,97,-9,·,-2.7,11
NC(=O)c1sc2nnc(-c3ccccc3)c(-c3ccccc3)c2c1N,·,-5,-21,-4.0,96,1,5,-2.5,3
NC(=O)C1CCN(c2nc(-c3ccc(Br)cc3)cs2)CC1,21,-4,-1,-3.3,110,2,2,0.0,6
COc1ccc(NC(=O)Cn2c3ccccc3c3nc4n(c(=O)c32)CCS4)cc1OC,18,-16,-2,0.3,104,-18,·,1.1,-5
COc1ccc(CCC(=O)NC(C)C)cc1,10,4,-1,-1.4,106,-3,3,-0.6,-6
CCOC(=O)c1c(S(=O)(=O)NCC(=O)Nc2ccccc2OC)c(C)n(C)c1C,17,-20,3,-2.0,101,1,-8,-3.4,0
COc1ccc(C)cc1-n1c(C)cc(C=O)c1C,5,-7,-5,-1.0,100,-8,7,-1.6,0
Cc1ccc(O)c(NC(=O)c2ccc3c(c2)C(=O)N(Cc2cccnc2)C3=O)c1,0,-19,1,-0.1,99,2,16,-2.7,4
Cc1nc(SCCC(=O)O)c2ccccc2n1,8,3,1,-4.4,93,-1,-12,-0.7,5
O=C(CO/N=C/c1ccccc1OC(F)F)NC1CCCCC1,-16,-21,-1,-1.9,101,7,-5,0.2,-5
Cc1ccc(C)c(NC(=O)C2C(c3ccccc3)C2(Cl)Cl)c1 (stereo not drawn),0,-9,6,-2.7,102,-6,30,-1.0,1
CC(Cc1cccs1)NC(=O)c1cccs1 (stereo not drawn),-3,2,-3,-3.0,99,1,-2,-3.0,-3
COc1ccc(CN2C(=NC(=O)c3ccccc3)SC3CS(=O)(=O)CC32)cc1 (stereo not drawn),21,-30,-9,2.4,94,-26,19,-0.6,-1
O=C(Cn1nnc2ccccc21)OCC(=O)c1ccc(F)cc1,24,-7,-12,-1.1,92,-8,11,1.1,-16
Cc1cc(C)nc(N2CCC(C(=O)NCC3CCCCC3)CC2)n1,12,-7,-2,-2.1,94,3,19,-0.1,1
CCn1c(Cc2ccccc2)nnc1SCC(=O)Nc1nc2ccccc2s1,2,-5,1,-1.4,103,3,-10,-3.2,11
# Other results.
SMILES,NALP1 inh,FID counter,MEKK2 mut-MEK5,IMP-1 inhibitor,MEKK2 WT-MEK5,HCV NS3 hel inh,UBC9 SUMO inh,VIM-2 inh,PfM18AAP inh
CC1CN(c2nc3ccccc3cc2-c2ccccc2)CC(C)O1 (stereo not drawn),-6,-16,-13,0.5,86,8,-14,0.6,-15
Cc1ncc([N+](=O)[O-])n1CC(=O)N/N=C/c1ccccc1F,-12,-4,-5,-3.1,99,7,4,-2.3,-6
CCCc1noc(-c2ccc(-c3ccccc3)cc2)n1,17,-3,3,3.0,104,-6,4,-3.3,4
Cc1ccc(C)c(NC2=C(Cl)C(=O)OC2OC(=O)c2ccco2)c1 (stereo not drawn),5,-5,2,-2.5,102,-6,-4,-2.6,0
C#CCOc1ccc(/C=N/NC(=O)c2cccnc2)cc1OCC,42,-13,-5,-2.0,99,5,10,-1.6,4
COc1ccc(-n2c(C)cc(C(=O)CSc3nn4c(=O)c(C(C)(C)C)nnc4s3)c2C)cc1,18,5,-2,0.1,95,1,23,-0.9,-4
COc1cccc(N2C(=O)CN(Cc3ccccc3)C2=S)c1,11,-12,5,-2.1,105,2,18,-1.7,-14
Cc1nc2ccc([N+](=O)[O-])cc2c(=O)n1Cc1ccc(Cl)cc1,-7,4,5,-2.9,102,6,3,-4.3,4
CCC(=O)Nc1c2c(nn1-c1ccc(C)cc1)CS(=O)(=O)C2,17,-4,8,-1.9,101,0,10,-1.7,3
CCOC(=O)c1sc2nc(SC)nc(-c3ccccc3)c2c1N,14,0,-2,-2.0,96,2,32,-1.8,-13

# Single records, from the list above. Values in the order: NALP1 inh, FID counter, MEKK2 mut-MEK5, IMP-1 inhibitor, MEKK2 WT-MEK5, HCV NS3 hel inh, UBC9 SUMO inh, VIM-2 inh, PfM18AAP inh
# C1CC1Cc1noc(CN2CCN(C3C4CC5CC(C4)CC3C5)CC2)n1 (stereo not drawn) as listed: 3, 10, -9, -1.2, 91, -3, -1, -0.7, -2
# COc1ccc(NC(=O)Cn2c3ccccc3c3nc4n(c(=O)c32)CCS4)cc1OC as listed: 18, -16, -2, 0.3, 104, -18, ·, 1.1, -5

# With a hit mark in VIM-2 inh, of those listed so far:
molecule | NALP1 inh | MEKK2 mut-MEK5 | IMP-1 inhibitor | MEKK2 WT-MEK5 | HCV NS3 hel inh | UBC9 SUMO inh | VIM-2 inh | PfM18AAP inh
OCCCc1nc2n(n1)C(c1cccs1)C=C(c1ccccc1)N2 (stereo not drawn) | -7 | 3 | -0.5 | 93 | -1 | 32 | 8.4* | 7
Cc1cccn2c(=O)c3cc(C(=O)N4CCCC(C)C4)sc3nc12 (stereo not drawn) | 10 | 0 | -3.8 | 95 | 0 | 10 | 15* | 4
